Screening data (PubChem)
SSB-PriA inh: blocks PriA binding to SSB C-terminal tail; AlphaScreen SSBct-PriA binding, biotinylated peptide; inhibition, % at 33 µM; 0.6% of 430,000 active; AID 1272365; in the data active = inhibition mostly above about 37%, no sharp cut-off; inactive = mostly below about 20%;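 also: plate controls were negative control peptide for no effect and reference peptide for full effect; strong numbers were not always called active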
Active calls of the source: *; & = joins results of further samples. These rows are one share of the data. The share of hits here may be higher or lower than overall.

SMILES | SSB-PriA inh
CSc1cccc(NC(=O)CN2CCN(Cc3cnnn3-c3ccccc3F)CC2)c1 | 2.0
Cc1cc(S(=O)(=O)Nc2ccc3c(c2)CN(C(=O)c2cccs2)CC3)ccc1F | 5.0
Cn1cc(C=NNC(=O)c2ccccc2O)c2ccccc21 | -7.4
COc1ccc(Cl)cc1S(=O)(=O)N1CCN(c2ccc(-c3ccccc3)nn2)CC1 | -2.0
CO[C@@]1(CNC(=O)Nc2ccccc2C)CCSC1 | -6.0
O=C(Cc1csc(Nc2cccc(C(F)(F)F)c2)n1)Nc1nccs1 | 7.0
O=C(Nc1ccccc1F)N1CCCC1 | -13.0
CCOC(=O)C[C@H](NS(=O)(=O)c1cc(OCC)ccc1OCC)c1ccc(C)cc1 | -17.0
COc1ccc(CCNc2nc3ccccc3nc2NS(=O)(=O)c2cccs2)cc1 | -19.0
COc1ccc(C(N)=NOC(=O)C2CCC(=O)N2S(=O)(=O)c2ccc(C)cc2)cc1 (stereo not given) | -25.6
Nc1nc(SCC(=O)Nc2ccc(S(N)(=O)=O)cc2)nc2sc3c(c12)CCCC3 | -7.0
COc1ccc2nc(-c3ccc(F)c(NC(=O)COc4ccccc4)c3)cn2n1 | -4.0
CC1CCN(C(=S)c2ccc(-c3ccc(Br)cc3)o2)CC1 | 4.0
COCCN(Cc1ccsc1)C(=O)c1ccno1 | -6.0
O=S(=O)(c1ccc2c(c1)OCCCO2)N1CCSC1c1ccc(C(F)(F)F)cc1 (stereo not given) | -62.0
COc1ccc(NC(=O)Cn2c(=O)nc(-c3ccccc3)c3ccccc32)cc1OC | -6.0
O=S(=O)(NCC1CCN(Cc2ccco2)CC1)c1ccc2c(c1)OCCO2 | -15.0
CC(C)NC(=O)CC(=O)NN=Cc1ccc(Br)cc1 | -4.3
CCc1nnc(-c2ccc(NC(=O)COc3ccc(F)cc3)cc2)o1 | -5.0
COCCn1c(C)cc(C(=O)CSc2nnc3scc(-c4ccc(C)c(C)c4)n23)c1C | 1.0
Cc1ccc(C=NNC(=O)C2CC(=O)N(c3ccccc3)C2)s1 (stereo not given) | -6.1
Cc1ccc2sc(N(Cc3ccncc3)C(=O)Cc3ccc(F)cc3)nc2c1C | -5.0
NC(=O)c1ccc(NC(=O)CCc2csc(NC(=O)c3ccc[nH]c3=O)n2)cc1 | -1.0
Cc1cc(NC(=O)C(=O)N2CCCCCC2)n(-c2nc(C)c(C)c(=O)[nH]2)n1 | 1.0
O=C(NC1CCN(c2ccc(-c3ccccc3Cl)nn2)CC1)C1CCCO1 (stereo not given) | -8.0

Further records follow:
SMILES | SSB-PriA inh
CCOc1ccc(-c2cn3c(CC(=O)N4CCN(Cc5ccccc5)CC4)csc3n2)cc1 | -16.0
Nc1nc(SCC(=O)Nc2nc(-c3ccccc3)ns2)n[nH]1 | -18.0
c1csc(C2CCNCC2)c1 | -3.0
CC1(C)CC(=O)c2c(nc(SCCC(=O)Nc3ccc(F)cc3)c(C#N)c2-c2ccccc2)C1 | -11.0&-3.0
O=C1CCSCC(C(=O)N2CCN(c3ccc(C(F)(F)F)cn3)CC2)N1 (stereo not given) | 7.0
O=S(=O)(NCC[C@H](O)C1CC1)c1ccccc1Cl | -3.0
O=C(c1ccsc1)c1ccc(CNS(=O)(=O)c2cccs2)s1 | -1.0
Cc1cc(C(F)(F)F)nc(CCNS(=O)(=O)c2ccc(Cl)s2)n1 | -9.0
NCCn1ncc2c(N3CCN(Cc4ccccc4)CC3)ncnc21 | 11.0
Cn1c(=NC(=O)c2sc3ccccc3c2Cl)sc2cc(Cl)ccc21 | -4.0
Cc1noc(C)c1S(=O)(=O)N1CCC(S(=O)(=O)c2nncn2C)CC1 | -1.0
CC(=O)Nc1ccc(SCC(=O)Nc2cccc(C)c2C)nn1 | -7.0
O=C(Cc1cccc2ccccc12)NCCOc1ccc2c(c1)OCO2 | 12.0
O=C(Cn1ccn2nc(-c3cccs3)cc2c1=O)c1ccccc1 | -27.0
COc1ccc(NC(=O)NCC(C)(O)C2CC2)cc1OC (stereo not given) | -11.0
O=C(Cn1cccn1)NCC#CCN1CCOCC1 | -13.0
O=C(CSc1nnc(Cc2ccccc2)o1)c1cccc([N+](=O)[O-])c1 | 35.0
O=C(CSc1ncnc2ccccc12)Nc1ccc(Cl)c(Cl)c1 | -5.0
CN1CCOc2ccc(NC(=O)C3CCCCC3)cc2C1=O | -4.0
O=C(NN=Cc1ccc(-n2ccnc2)cc1)c1cccs1 | 0.7
C=CCn1c(CCCN2C(=O)c3cccc4cccc(c34)C2=O)nnc1SC/C=C/c1ccccc1 | -1.0
COc1ccc(NC(=O)Nc2cnc(OC)nc2N2CCCC2)c(C)c1 | -3.0
O=C(Cc1nnc(-c2cccc(Br)c2)o1)N1CCN(c2ccccc2)CC1 | -10.0
N#C/C(=C\c1ccc([N+](=O)[O-])cc1)c1nc(-c2cc3ccccc3o2)cs1 | -9.0
Cc1ccc(N2CC(NC(=O)NCCCn3ccnc3)CC2=O)cc1C (stereo not given) | 51.0*

Continued; the last 4 above are carried over.
SMILES | SSB-PriA inh
COc1ccc(NC(=O)Nc2cnc(OC)nc2N2CCCC2)c(C)c1 | -3.0
O=C(Cc1nnc(-c2cccc(Br)c2)o1)N1CCN(c2ccccc2)CC1 | -10.0
N#C/C(=C\c1ccc([N+](=O)[O-])cc1)c1nc(-c2cc3ccccc3o2)cs1 | -9.0
Cc1ccc(N2CC(NC(=O)NCCCn3ccnc3)CC2=O)cc1C (stereo not given) | 51.0*
CC1(C)Cc2cccc(OCC(=O)N3CC[C@@]4(CC(=O)c5ccccc5O4)C3)c2O1 | -2.0
COc1ccc(NC(=O)CN2CCCC[C@H]2c2nc(-c3cccc(F)c3)no2)cc1 | -8.0
COc1ccc(S(=O)(=O)N2CCCc3cc(NC(=O)c4ccccc4C(F)(F)F)ccc32)cc1 | -4.0
CCOc1ccc(CC(=O)Nc2nnc(-c3cc(C)n(C)n3)o2)cc1 | 13.0
COC(=O)c1cn(CC(=O)Nc2cc(Cl)ccc2C)c2nc(C)ccc2c1=O | -10.0
CC(=O)c1ccc(N2CCN(C(=O)Cc3csc(Nc4ccccc4)n3)CC2)cc1 | -1.0
CN1C(=O)CCc2cc(NS(=O)(=O)C3CCCCC3)ccc21 | 14.0
COc1cc2c(cc1OC)[C@H](COc1ccc(F)cc1)N(C(=O)Cc1cccc3ccccc13)CC2 | -8.0
CN(C)S(=O)(=O)N1C2CCC1CC(S(=O)(=O)c1ccccc1)C2 (stereo not given) | -2.0
Cc1cc2ncc(CCCNC(=O)c3cc4ccccc4o3)cn2n1 | 9.0
N#CC1=C(S)NC(=O)CC1c1ccccc1[N+](=O)[O-] (stereo not given) | 6.0
CC(=O)C(=Cc1ccc(-c2cc(Cl)ccc2Cl)o1)C(C)=O | 31.0
O=C(NCC[C@H](O)c1ccoc1)c1ccco1 | 0.0
CC(=NO)c1ccc(Cl)cc1Cl | -7.3
CN(C)CC1COCCN1C(=O)c1cccc(C#N)c1 (stereo not given) | -12.0
O=C(Nc1nc2c(cc3c4c(cccc42)CC3)s1)c1sc2ccccc2c1Cl | -13.0
CC(=O)N1CCC(C(=O)Nc2cnn(C3CCOCC3)c2)CC1 | -9.0
CC(C)(C)C(=O)NC[C@H](O)c1ccoc1 | -10.0
Cc1n[nH]c(=S)c2c1cnn2-c1ccc(F)cc1 | 8.0
COc1ccc(Cl)cc1NC(=O)c1n[nH]c2ccccc12 | -13.0
CCSc1ncc(C=NNc2ccc(Cl)cc2)n1C | 27.6
CC1CCc2c(sc(NC(=O)CCSc3ccc(F)cc3)c2C(N)=O)C1 (stereo not given) | -16.0
CCOc1ccccc1NC(=O)Cn1nc(C2CCN(S(C)(=O)=O)CC2)n(C)c1=O | -3.0
O=C(c1cc2ccccc2o1)N1CCN=C1SCc1cccc(C(F)(F)F)c1 | 3.0
COc1ccc(CNC(=O)Cc2cc(=O)[nH]c(SCc3ccc(F)cc3)n2)cc1 | -15.0

Continuation:
SMILES | SSB-PriA inh
CSc1ccccc1NC(=S)NN=Cc1cccn1Cc1ccc(F)cc1 | -0.1
COCCNCc1ccsc1 | -20.0
O=C(CSC1=NS(=O)(=O)c2cc(Cl)ccc2N1)N1CCc2ccccc21 | -4.0
CCOC(=O)CCC(=O)Nc1ccc(S(=O)(=O)Nc2ccc(F)cc2)cc1 | 1.0
O=C(CCSc1ccccc1)NCC[C@H](O)C1CC1 | -6.0
O=C(Cn1c(=O)n(Cc2cccnc2)c(=O)c2ncccc21)NC1CCCC1 | -6.0
O=C(CNC(=O)OCc1ccccc1)Nc1cnn(CC2COc3ccccc3O2)c1 (stereo not given) | -26.0
O=S(=O)(c1cccc(Cl)c1)N1CCN(c2ccc(Cl)c(Cl)c2)CC1 | -22.0&5.0
COc1ccc(CCNC(=O)c2ccc(NS(=O)(=O)c3cccc(Cl)c3)cc2)cc1OC | -8.0
COc1ccc(-c2nnc(NC(=O)c3ccnn3C)o2)cc1 | -5.0
NS(=O)(=O)c1ccc(NC(=O)CC(NCc2ccco2)C(=O)O)cc1 (stereo not given) | 3.0
CCn1nc(C)c(S(=O)(=O)NC2CCC(Oc3ccccn3)CC2)c1C (stereo not given) | -11.0
CCn1nc(C)cc1C(=O)Nc1nnc(-c2ccc(C)cc2C)o1 | -11.0
CCCNC(=O)Cn1nc2c(c1NC(=O)C1CC(=O)N(c3ccc(F)cc3)C1)CSC2 (stereo not given) | -12.0
CN1CCN(C(=O)CCCN2C(=O)c3ccccc3C2=O)C2(CCCC2)C1 | 5.0
Cc1ccc(Sc2nccn3c(=O)n(CC(=O)Nc4ccc(C)cc4Br)nc23)c(C)c1 | -7.0
CCc1c(C)nc(SCC(=O)Nc2nccs2)[nH]c1=O | 1.0
COCCOCC1CCN(C(=O)Nc2ccccc2)CC1 | -4.0
N#Cc1ccccc1S(=O)(=O)N1CC(Oc2nccs2)C1 | -18.0
CN(c1ccccc1)c1nnc(-c2ccc(NC(=O)Cc3cccs3)cc2)s1 | -7.0
COC(=O)NN=Cc1ccc(-c2cc(Cl)cc(Cl)c2)o1 | 3.2
COc1ccc(S(=O)(=O)NCC(c2ccsc2)N(C)C)cc1Cl (stereo not given) | 4.0
Cc1cc(C(=O)N2CCSC(c3ccccc3Cl)CC2)c(C)o1 (stereo not given) | -20.0
COc1cccc(C(=O)Nc2nnc(-c3ccc(F)cc3)s2)c1OC | -2.0
Cc1ccc(NC(=O)C(=O)NCC2CCCO2)cc1N1CCCC1=O (stereo not given) | -6.0

Filtered by structure, the compounds so far containing an NH in an aromatic ring (7)
SMILES | SSB-PriA inh
NC(=O)c1ccc(NC(=O)CCc2csc(NC(=O)c3ccc[nH]c3=O)n2)cc1 | -1.0
Cc1cc(NC(=O)C(=O)N2CCCCCC2)n(-c2nc(C)c(C)c(=O)[nH]2)n1 | 1.0
Nc1nc(SCC(=O)Nc2nc(-c3ccccc3)ns2)n[nH]1 | -18.0
Cc1n[nH]c(=S)c2c1cnn2-c1ccc(F)cc1 | 8.0
COc1ccc(Cl)cc1NC(=O)c1n[nH]c2ccccc12 | -13.0
COc1ccc(CNC(=O)Cc2cc(=O)[nH]c(SCc3ccc(F)cc3)n2)cc1 | -15.0
CCc1c(C)nc(SCC(=O)Nc2nccs2)[nH]c1=O | 1.0

Later entries:
SMILES | SSB-PriA inh
CCOc1ccccc1NC(=O)CSc1nnc2[nH]c(=O)cc(-c3ccccc3)n12 | -3.0
CCc1nccn1S(=O)(=O)c1ccc2oc(=O)ccc2c1 | 4.0
O=C(NCCn1ccc(-c2cccs2)n1)c1ccc(OC(F)(F)F)cc1 | -4.0
CS(=O)(=O)c1ccc(NC(=O)C2CCCN2S(C)(=O)=O)cc1 (stereo not given) | -2.0
O=C(NNC(=O)c1cccn(Cc2ccc(F)cc2)c1=O)c1ccco1 | -3.0
O=C(O)CCC(=NNC(=O)c1ccc(-c2ccccc2)cc1)c1ccccc1 | 4.5
O=C(NN=Cc1cccs1)c1[nH]ncc1Br | -14.3
COc1ccc(C=NNC2=NS(=O)(=O)c3ccccc32)cc1OC | -2.8
O=C(Nc1cccc(OC(F)F)c1)C1CN(C(=O)COc2ccccc2F)C1 | -11.0
Cc1cc2ncc3c(n2n1)CCN(C(=O)CCc1c(C)noc1C)C3 | 1.0
CN(C(=O)Nc1ccc(F)cc1)c1ccccc1 | -12.0
COc1ccccc1-n1nnc(C(=O)Nc2ccccc2C(F)(F)F)c1C | -6.0
Cc1nc2ccccc2c(=O)n1N=Cc1ccc(OC(F)F)cc1 | -9.2
CCOc1ccc(S(=O)(=O)NC2CC(C)(C)NC(C)(C)C2)c(OCC)c1 | 7.0
COc1ccc(OC)c(NC(=O)C(=O)NCC(=O)N2CCOC(c3ccccc3)C2)c1 (stereo not given) | -7.0
CN(C)CCN(C(=O)CCSc1ccccc1)c1nc2c(Cl)cccc2s1 | -3.0
CC(C)Oc1ccc(C(O)=C2C(=O)C(=O)N(CCN3CCNCC3)C2c2cccc([N+](=O)[O-])c2)cc1 (stereo not given) | 7.3
Cc1cc(C(=O)N2CCN(c3cc4c(nn3)CCCC4)CC2)c(C)o1 | 15.0
CCOC(=O)C(=O)Nc1cc(C)nn1-c1nc2c(c(=O)[nH]1)CCC2 | 20.0
Cn1cnnc1SCC(=O)N1CCN(c2ccccc2)CC1 | -15.0
O=c1ccc(-c2ccccc2)nn1CCCNS(=O)(=O)c1ccc2c(c1)CCCC2 | -9.0&-1.0
CC(C)Sc1ccc(CC(=O)NCc2cc(-c3ccncc3)n(C)n2)cc1 | 1.0
O=C(Cc1ccc(NC(=O)c2ccc(F)cc2)cc1)NC1CC1 | -1.0
COC(=O)C1CC(OC)CN1C(=O)c1ccc(NC(C)=O)cc1 (stereo not given) | 0.0
O=C(c1ccc2c(c1)OCO2)N1CCN(c2ncnc3c2nnn3Cc2ccccc2)CC1 | 1.0
COC(=O)c1ccc(C(=O)N(CCn2cccn2)c2nc3c(Cl)cccc3s2)cc1 | -5.0&10.0
O=C(NCc1ccc(C(=O)c2ccsc2)s1)c1ccc(Br)o1 | -16.0
Cc1cc(C)c(S(=O)(=O)NCC2CCN(c3ccncc3)CC2)cc1C | -3.0
Cc1nnc(NC(=O)CC2CSc3nc4c(c(=O)n32)CCC4)s1 (stereo not given) | -5.0
Cc1cc(C)c(NC(=O)Cn2nnc(C(=O)Nc3ccc(Br)cc3)c2N)c(C)c1 | -6.0
